Screening results as filed in PubChem.
Tau ThT inhib = inhibitors of human tau fibril formation, thioflavin T binding; recombinant tau K18 P301L, heparin-induced fibrillization, ThT fluorescence; Potency, µM (titrated, usually from 57.4 µM), for the others: top-dose activity, negative = inhibition, actives largely listed as inhibitors; 270,000 compounds, 2.1% hits; AID 1460; further: on the % scale 0 is the no-effect control and ±100 the full control effect; nearly all actives have a fitted effect of over 55% in size
Target sequence (P10636 561-689 P618L limits assumed): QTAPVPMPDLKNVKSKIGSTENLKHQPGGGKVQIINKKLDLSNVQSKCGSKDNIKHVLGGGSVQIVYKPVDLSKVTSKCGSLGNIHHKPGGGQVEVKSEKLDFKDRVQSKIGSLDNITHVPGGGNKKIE
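Heparin-induced (20 uM) aggregation of recombinant human K18 P301L tau, 15 uM unlabeled with 0.24 uM labeled, pH 7 acetate buffer, 6 hr at 37 C with compound. Fibrils quantified by 30 uM ThT fluorescence after 1 hr ambient incubation.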
HTT ATP protect = cytoprotection in Huntington HTT-Q103 PC12 cell model. Potency, µM (highest dose often 56.4 µM), without a hit: cytoprotection (ATP increase), actives largely listed as activators. 230,000 compounds, 0.14% hits. AID 1471. PC12 HTT-Q103 induced, cytoprotection, ATP luminescence, 40 h;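 further: % of control where 0% means no effect; nearly all actives have a fitted effect of over 45% in size; toxic huntingtin expression switched on by the ecdysone agonist tebufenozide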
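Huntington model: PC12 line, ecdysone-inducible HTTQ103 exon1–GFP, tebufenozide 100 nM. Test articles in a dose series. Endpoint luminescence from cellular ATP.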
Tau fibril FP = tau fibrillization inhibition (FP); P10636; K18 P301L tau heparin fibrillization, Alexa594 FP, 6 h; Potency, µM (highest dose often 57.7 µM), without a hit: top-dose activity, negative = inhibition, actives largely listed as inhibitors; 280,000 compounds, 0.39% hits; AID 1468; further: on the % scale 0 is the no-effect control and ±100 the full control effect; nearly all actives have a fitted effect of over 55% in size
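Human tau K18 […] P301L fragment, 15 uM unlabeled plus 0.24 uM Alexa 594-labeled tau (final), with compound and 20 uM heparin in 100 mM sodium acetate pH 7; 6 hr at 37 C, then Alexa 594 FP read.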
Tau fluor cs = counter-screen for tau fibril formation inhibitors. tau K18 P301L (four-repeat tau fragment) Alexa594 fluorescence, heparin fibrillization. Potency, µM (series often up to 57.7 µM), for the others: top-dose activity change, negative = decrease. 280,000 compounds, 0.93% hits; further: on the % scale 0 is the no-effect control and ±100 the full control effect; nearly all actives have a fitted effect of over 55% in size
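Human K18 P301L tau (15 uM unlabeled plus 0.24 uM Alexa 594-labeled, final) in 100 mM sodium acetate pH 7 was mixed with compound and 20 uM heparin and incubated 6 hr at 37 C.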
aGlu spleen mod = lysosomal alpha-glucosidase (human) modulation | P10253 | human spleen homogenate, 4-MU-alpha-glucoside fluorescence | Potency, µM (titrated, usually from 79.9 µM), inactives show top-dose activity change, negative = inhibition, most hits filed as inhibitors | 240,000 compounds, 0.006% hits;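 further: 0% = enzyme with vehicle and -100% = no enzyme basal signal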
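AC50 values come from Hill-equation fits of concentration-response data, normalized to no-enzyme and full-activity controls. Enzyme source: 1 ug human spleen homogenate; 1 mM fluorogenic 4-MU glucoside, pH 5.0 citrate buffer, 37 C, 40 min.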
GAA glycogen = GAA glycogen-cleavage inhibition or activation | AID 2100 | 300,000 compounds, 0.38% hits | recombinant GAA, glycogen substrate, Amplex Red glucose oxidase fluorescence | Potency, µM (series often up to 76.4 µM), for inactives: at the highest dose activity change, negative = inhibition, hits mostly inhibitors;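 further: 0% = full enzyme reaction and -100% = no-enzyme basal signal; the screen sought inhibitors and activators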
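Recombinant human enzyme (4 nM); glycogen substrate; 37 C, 40 min, pH 5.0. Readout: coupled glucose oxidase/Amplex Red fluorescence.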
GAA inh = alpha-glucosidase (human) inhibition | P10253 | AID 1466 | Potency, µM (top dose mostly 76.9 µM), for the others: at the highest dose activity change, negative = inhibition, hits mostly inhibitors | 200,000 compounds, 0.005% hits | purified human GAA, 4-MU-alpha-glucoside fluorescence;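 further: plate controls were uninhibited enzyme wells for no effect and no-enzyme background for full effect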
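Human alpha-glucosidase, 4 nM, pre-mixed with test compounds before 400 uM 4-methylumbelliferyl substrate; 20 min room temperature at pH 5.0. Fluorescence read after pH 10 stop; AC50 values from Hill-equation fits.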
GLA spleen mod = alpha-galactosidase A (human) modulation; P06280; human spleen homogenate, 4MU-alpha-Gal fluorescence, 40 min; Potency, µM (doses to about 80 µM), without a hit: at the highest dose activity change, negative = inhibition, actives largely listed as inhibitors; 240,000 compounds, 0.008% hits;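 further: 0% = enzyme with vehicle and -100% = no enzyme basal signal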
Target sequence (P06280 32-429 limits assumed): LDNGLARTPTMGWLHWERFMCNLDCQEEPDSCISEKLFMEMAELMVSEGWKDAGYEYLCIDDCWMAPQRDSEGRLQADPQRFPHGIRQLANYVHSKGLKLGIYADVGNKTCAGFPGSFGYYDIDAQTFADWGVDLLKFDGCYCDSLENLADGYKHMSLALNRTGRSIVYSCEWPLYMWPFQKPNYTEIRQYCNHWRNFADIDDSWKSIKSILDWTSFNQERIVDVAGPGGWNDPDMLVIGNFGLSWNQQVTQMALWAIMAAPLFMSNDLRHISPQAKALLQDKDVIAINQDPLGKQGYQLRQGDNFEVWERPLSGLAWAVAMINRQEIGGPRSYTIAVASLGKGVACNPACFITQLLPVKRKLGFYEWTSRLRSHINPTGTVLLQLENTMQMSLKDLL
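Human spleen homogenate (1 ug) as enzyme source, 4-methylumbelliferyl-alpha-D-galactopyranoside 1 mM final, citrate/phosphate pH 5.0 with 0.01% Tween-20. Compounds 40 min at 37C, NaOH/glycine stop; fluorescence Ex 365/Em 440, Hill-fit AC50.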
The depositor's hits bear a star; ? = inconclusive; · = no result given; [ ] = remark or other dose. The call rests on the fitted dose curve; in most records, active means well fitted curve in the direction sought with a large enough effect; inconclusive means small, poorly fitted or top-dose-only effect, or another doubt; inactive means no such curve, though single readings can be large; an effect the other way counts as inactive or inconclusive. Potency means the concentration at half of the fitted maximal effect.

SMILES	Tau ThT inhib	HTT ATP protect	Tau fibril FP	Tau fluor cs	aGlu spleen mod	GAA glycogen	GAA inh	GLA spleen mod
Cc1cc(=O)oc(C)c1C(=O)Nc1ccc(Cl)cn1	-4%	6%	2%	-4%	-3%	-1%	-1%	-5%
COc1ccc(N(CC(=O)NCc2ccccc2OC)S(=O)(=O)c2ccccc2[N+](=O)[O-])c(OC)c1	-13%	-4%[10 µM]	2%	-26%	-5%	-2%	-4%	3%
Cc1cc(=O)oc(C)c1C(=O)OCC(=O)c1ccc(Cl)cc1	?	6%	-5%	-16%	-4%	10%	8%	1%
C[C@@H](O)C#C[Si](C)(C)c1ccccc1	-6%	?	0%	-9%	-2%	·	·	8%
CN1CCCC(OC(=O)c2ccc(Cl)cc2)C1 (stereo not drawn)	-3%	5%[10 µM]	8%	0%	-2%	-1%	·	-6%
S=C(Nc1ccccc1Cl)N(Cc1cccnc1)Cc1ccco1	5%	2%	-1%	0%	2%	-2%	6%	2%
c1cncc(CNc2nc(-c3ccc4c(c3)OCO4)nc3ccccc23)c1	11%	11%	?	?	-3%	·	·	-1%
Cc1ccc(F)cc1NC(=O)C1CCN(c2cnccn2)CC1	-18%	7%	-14%	-16%	5%	9%	0%	3%
COc1cccc(CNCCSc2nnnn2C)c1	5%	-6%[0.074 µM]	-1%	6%	-3%	8%	?	-1%
CN(C)c1ccc(-c2cc(NCc3cccnc3)ncn2)cc1	?	-76%[inhibitor]	-1%	-21%	23%	·	·	?
Cn1c(Cn2c(=O)sc3ccccc32)nnc1SCC(=O)Nc1cccc(F)c1	-3%	5%	4%	-1%	-15%	-2%	-9%	21%
N#CCSc1nc2ccc(N3CCCCC3)cc2c(=O)n1Cc1ccccc1	?	-14%	8%	?	3%	-5%	5%	-1%
Nc1nnc(CC(=O)N/N=C/c2ccccc2OCc2ccccc2F)s1	-3%	-7%[10 µM]	-7%	-12%	1%	1%	·	10%
COc1ccccc1/C=C/C(=O)NC(=S)NC(C)C	-4%	-3%[10 µM]	-9%	-6%	-4%	-3%	0%	-2%
Clc1ccc(Nc2nc(-c3cccnc3)cs2)cc1	?	0%	9%	?	-7%	9%	3%	-8%
Cc1ccccc1NC(=O)CN1C(=O)C2C3CC(C(Br)C3Br)C2C1=O (stereo not drawn)	-3%	22%[10 µM]	?	-23%	-1%	-6%	-5%	-7%
Cc1cc(N2CCN(c3ccc(F)cc3)CC2)nc2cc(O)ccc12	?	-32%	2%	?	-6%	11%	14%	17%
COc1ccc2ccccc2c1/C=N/O	-6%	4%	6%	11%	-6%	-9%	-8%	-3%
CCn1c2ccccc2c2nnc(N3CCN(c4ccc(F)cc4)CC3)nc21	-8%	·	-2%	-8%	·	9%[76.3 µM]	·	·
Nc1ccc(NC(=O)Nc2ccc(N)cc2)cc1	?	-12%[10 µM]	5%	-15%	9%	-1%	-4%	-12%

Of the compounds above, these have a Cl atom.
SMILES	Tau ThT inhib	HTT ATP protect	Tau fibril FP	Tau fluor cs	aGlu spleen mod	GAA glycogen	GAA inh	GLA spleen mod
Cc1cc(=O)oc(C)c1C(=O)Nc1ccc(Cl)cn1	-4%	6%	2%	-4%	-3%	-1%	-1%	-5%
Cc1cc(=O)oc(C)c1C(=O)OCC(=O)c1ccc(Cl)cc1	?	6%	-5%	-16%	-4%	10%	8%	1%
CN1CCCC(OC(=O)c2ccc(Cl)cc2)C1 (stereo not drawn)	-3%	5%[10 µM]	8%	0%	-2%	-1%	·	-6%
S=C(Nc1ccccc1Cl)N(Cc1cccnc1)Cc1ccco1	5%	2%	-1%	0%	2%	-2%	6%	2%
Clc1ccc(Nc2nc(-c3cccnc3)cs2)cc1	?	0%	9%	?	-7%	9%	3%	-8%

Back to the main list with the 6 entries that preceded the break.
SMILES	Tau ThT inhib	HTT ATP protect	Tau fibril FP	Tau fluor cs	aGlu spleen mod	GAA glycogen	GAA inh	GLA spleen mod
Clc1ccc(Nc2nc(-c3cccnc3)cs2)cc1	?	0%	9%	?	-7%	9%	3%	-8%
Cc1ccccc1NC(=O)CN1C(=O)C2C3CC(C(Br)C3Br)C2C1=O (stereo not drawn)	-3%	22%[10 µM]	?	-23%	-1%	-6%	-5%	-7%
Cc1cc(N2CCN(c3ccc(F)cc3)CC2)nc2cc(O)ccc12	?	-32%	2%	?	-6%	11%	14%	17%
COc1ccc2ccccc2c1/C=N/O	-6%	4%	6%	11%	-6%	-9%	-8%	-3%
CCn1c2ccccc2c2nnc(N3CCN(c4ccc(F)cc4)CC3)nc21	-8%	·	-2%	-8%	·	9%[76.3 µM]	·	·
Nc1ccc(NC(=O)Nc2ccc(N)cc2)cc1	?	-12%[10 µM]	5%	-15%	9%	-1%	-4%	-12%
COc1ccc(Cl)cc1-c1nc(-c2ccc(NC(=O)c3cccs3)cc2)no1	-1%	·	?	?	-4%	4%	-17%	-1%
O=S(=O)(NCc1ccccn1)c1ccc2c(c1)OCCO2	3%	-1%[10 µM]	-1%	-1%	-6%	2%	-6%	7%
CC(C)(C)[C@@H]1C=C(C(=O)N2CCN(Cc3ccccc3)CC2)O[C@H](OCc2ccc(CO)cc2)C1	-9%	9%[10 µM]	3%	3%	6%	8%	·	6%
CCC(C)(C)n1nnnc1C(c1cccnc1)N1CCN(c2cccc(C(F)(F)F)c2)CC1 (stereo not drawn)	-4%	-19%	?	-4%	-7%	-8%	-3%	-1%
O=c1[nH]c(/C=C/c2ccc3c(c2)OCO3)c([N+](=O)[O-])c(=O)[nH]1	?	5%[10 µM]	6%	-10%	-14%	3%	1%	-8%
COc1cc(NC(=O)c2ccc(Cl)cc2Cl)ccc1NC(=O)c1cccs1	·	18%[10 µM]	-11%	0%	-1%	3%	·	-2%
COc1cc(/C=C/C(=O)OCC(=O)NCc2ccco2)ccc1OCC#N	-4%	-43%[inhibitor]	-10%	-7%	-2%	-11%	6%	1%
O=C(c1ccco1)N1CCN(CCCCN2C(=O)c3ccccc3C2=O)CC1	-7%	-29%[10 µM]	0%	-9%	-1%	2%	-1%	0%
CCC(C(=O)NC1CCCCC1)N(CC1CCCO1)C(=O)CNS(=O)(=O)c1ccc(OC)cc1 (stereo not drawn)	-9%	18%	-5%	-7%	-2%	-3%	2%	-5%
N#Cc1c(N)n(-c2ccccc2)c(=O)c2cc([N+](=O)[O-])ccc12	-4%	-55%[inhibitor]	8%	6%	2%	17%	5%	2%
CCOC(=O)Nc1ccc([N+](=O)[O-])cc1C	0%	18%[10 µM]	-4%	-5%	8%	-3%	4%	-5%
CCCOC(=O)c1c(NC(=O)C2CCCO2)sc(C(=O)OC)c1C (stereo not drawn)	?	·	-13%	-19%	-3%	-3%	-1%	2%
CCOc1ccc(C(=O)NCCCN(CC)CC)cc1	3%	-18%	-4%	2%	-11%	-2%	0%	-6%
Cn1c(=O)c2[nH]c(CNCc3ccccc3Cl)nc2n(C)c1=O	-7%	-12%[0.074 µM]	-2%	-7%	-9%	6%	6%	-3%
O=S1(=O)CCC(n2ncc3c2/C(=C/c2ccccc2)CC3)C1 (stereo not drawn)	-11%	-31%	0%	-14%	4%	-9%	-3%	-2%
CCOc1cccc(Oc2ncccc2C(=O)/C(C#N)=C/N(C)C)c1	7%	28%	-6%	-3%	-3%	5%	-12%	-10%
COc1ccc(C)cc1N(C)C(=O)CCc1nc(-c2ccccc2F)no1	-7%	·	-6%	-9%	·	-14%[76.3 µM]	·	·
CCOC(=O)c1c(N)c2cc([N+](=O)[O-])ccc2n1C	?	3%[10 µM]	-11%	-27%	0%	0%	·	-4%
Cc1csc(SCC(=O)Nc2ccc(S(=O)(=O)N3CCCC3)cc2)n1	1%	1%[10 µM]	0%	-10%	7%	20%	?	18%
c1ccc(OCc2nn3c(-c4n[nH]c5c4CCC5)nnc3s2)cc1	9%	-11%	-2%	1%	-5%	-3%	-13%	-6%
CCCCOC(=O)C(C)Nc1n[nH]c(=O)[nH]c1=O (stereo not drawn)	-1%	17%	1%	-1%	-13%	6%	4%	11%
Cc1c(Cl)cccc1NC(=O)CN1CCC(NC(=O)C2CCCCC2)CC1	-8%	13%	-1%	-7%	0%	-8%	-2%	-2%
CCCN(CCC)c1c([N+](=O)[O-])c(=O)oc2ccccc12	0%	-15%[10 µM]	13%	1%	-6%	-2%	-4%	-17%
Cc1cc(C)cc(NC(=O)C2CCCN(S(=O)(=O)c3cccc4nsnc34)C2)c1 (stereo not drawn)	-6%	·	-15%	-24%	·	-7%[76.3 µM]	·	·
